All columns: NCI-60 one-dose screen, growth in % after 48 h at 10 µM unless noted; 100 = growth as untreated, 0 = no growth, -100 = all killed.
NCI-H226: NCI-H226 lung cancer | hit rate 3.5% among 79,000
IGROV1: IGROV1 ovarian cancer. hit rate 4.7% among 79,000
SK-OV-3: SK-OV-3 ovarian cancer cells. hit rate 3.2% among 80,000
NCI-H23: NCI-H23 lung cancer | hit rate 4% among 80,000
NCI/ADR-RES: NCI/ADR-RES ovarian cells | hit rate 4.4% among 81,000 | AID 1794790
SN12C: SN12C renal cancer cells; hit rate 3.8% among 81,000
OVCAR-3: OVCAR-3 ovarian cancer. hit rate 7% among 79,000
OVCAR-4: OVCAR-4 ovarian cancer cells. AID 1794784. hit rate 3.7% among 80,000
OVCAR-5: OVCAR-5 ovarian cancer; hit rate 2.9% among 82,000
The depositor's hits bear a star; . = not tested or not shown; [ ] = remark or other dose. How the source made its calls: active means growth percent below 10; inactive means the rest. Compounds were not picked by outcome; overall some 9.4% were active at least once.

SMILES	NCI-H226	IGROV1	SK-OV-3	NCI-H23	NCI/ADR-RES	SN12C	OVCAR-3	OVCAR-4	OVCAR-5
CCN(CC)c1ccc(C(=O)c2ccc(N(CC)CC)cc2)cc1	49	37	-1.4*	3.8*	-28*	41	-20*	61	41
N#CC[C@H](C1CCCC1)n1cc(-c2ncnc3[nH]ccc23)cn1	34	38	38	72	88	66	83	81	50
O=C(N/N=C/C[C@@H]1[C@@H](/C=C/[C@@H](O)COc2cccc(Cl)c2)[C@H](O)C[C@@H]1O)c1ccncc1	89	109	77	98	102	102	105	104	97
COc1ccc(/C=N/n2c(CN3CCCCC3)nc3ccccc3c2=O)cc1	98	100	107	101	104	108	112	114	110
O=C(NO)c1ccc(CNc2cccc3nc(C4CC4)n(-c4ccccc4)c(=O)c23)cc1	44	8.2*	16	-48*	-11*	16	0.9*	11	36
O=C(Nc1ccc(Cl)cc1)Nc1cc(=O)[nH]c(SCC(=O)N2CCN(c3cc4c(cc3F)c(=O)c(C(=O)O)cn4C3CC3)CC2)n1	100	101	99	96	98	101	107	102	98
CC1(C)CC[C@]2(C(=O)O)CC[C@]3(C)[C@H](C(=O)C[C@@H]4[C@@]5(C)C/C(=C/c6cccnc6)C(=O)C(C)(C)[C@@H]5CC[C@]43C)[C@@H]2C1	102	109	.	106	108	101	105	85	101
Cc1cnc(SCc2ccc(Cl)cc2)[nH]c1=S	111	103	108	95	103	103	94	92	98
Cc1ccc2nc3ccccc3c(NCc3ccc(Cl)cc3)c2c1	72	27	75	46	42	40	71	38	51
N#CC1=C(N)O[C@]23c4ccccc4C(=O)[C@]12N(NC(=O)c1cc2ccc1CCc1ccc(cc1)CC2)C(=S)N3c1cccnc1	98	84	96	93	101	93	92	93	101
CC(=O)OC1Oc2ccccc2-c2oc(=O)c(-c3cc(=O)oc4cc(O)ccc34)cc21 (stereo not given)	92	49	83	81	75	96	64	77	76
O=C(NCCNc1cc(-c2cn(-c3ccccc3)nc2-c2cccc(O)c2)ccn1)c1ccccc1	102	97	88	93	102	103	104	96	107
CNC(=O)OCCC#N	111	102	107	108	106	106	113	111	108
NNc1ccc(Cl)cc1Cl	86	.	70	83	54	78	87	89	89
Cc1ccc(OCCBr)cc1	100	111	107	116	119	102	106	101	106
CN(C)C1=NCCN1	99	104	109	99	106	104	104	114	104
CN1CCN(Cc2ccc(NC(=O)c3[nH]ncc3Nc3ccnc4ccsc34)cc2)CC1	5.1*	24	35	15	94	21	23	12	18
Nc1ccc(S(=O)(=O)O)c(O)c1	106	131	107	108	111	100	109	103	98
C/C(=C\C(=O)c1ccc(Cl)cc1)c1ccc(Cl)cc1	91	76	94	84	103	103	99	67	62
COC1=CC(c2ccc[nH]2)=N/C1=C\c1[nH]c(C)c(C(=O)CCC(=O)NCCNC(=O)CC[C@H](NC(=O)c2ccc(NCc3cnc4nc(N)[nH]c(=O)c4n3)cc2)C(=O)O)c1C	93	88	106	66	57	91	67	98	88

Shown bar-delimited: 4 of the compounds above
compound | NCI-H226 | IGROV1 | SK-OV-3 | NCI-H23 | NCI/ADR-RES | SN12C | OVCAR-3 | OVCAR-4 | OVCAR-5
COc1ccc(/C=N/n2c(CN3CCCCC3)nc3ccccc3c2=O)cc1 | 98 | 100 | 107 | 101 | 104 | 108 | 112 | 114 | 110
CN(C)C1=NCCN1 | 99 | 104 | 109 | 99 | 106 | 104 | 104 | 114 | 104
O=C(Nc1ccc(Cl)cc1)Nc1cc(=O)[nH]c(SCC(=O)N2CCN(c3cc4c(cc3F)c(=O)c(C(=O)O)cn4C3CC3)CC2)n1 | 100 | 101 | 99 | 96 | 98 | 101 | 107 | 102 | 98
Cc1ccc(OCCBr)cc1 | 100 | 111 | 107 | 116 | 119 | 102 | 106 | 101 | 106

(cont.)
SMILES	NCI-H226	IGROV1	SK-OV-3	NCI-H23	NCI/ADR-RES	SN12C	OVCAR-3	OVCAR-4	OVCAR-5
C=CCn1c(SCC(=O)c2ccc(Cl)cc2)nnc1-c1ccc(OC)cc1	100	100	114	96	93	98	.	98	104
CCCCc1nc2c(N)nc3ccccc3c2n1Cc1ccccc1	63	59	81	51	60	83	67	56	88
Cc1ccc2c(c1)C(=O)[C@]1(O)CCN(c3ccc4nc(C)ccc4c3)C1=N2	91	56	91	88	90	93	.	82	93
CCNC(=S)Nc1cccc(C)c1	104	112	93	102	102	86	114	115	116
CS(=O)(=O)Nc1ccc(C(=O)N/N=C/c2ccccc2O)cc1	75	75	58	73	59	77	.	47	77
CCCCc1nc(Cl)c(C2C(C#N)=C(N)Oc3n[nH]c(C)c32)[nH]1 (stereo not given)	101	105	107	104	102	101	114	104	108
Cc1ccc(NC(=O)/C(CC(=O)c2c[n+](=O)c3ccccc3n2O)=N\NC(=O)C[n+]2ccccc2)cc1	69	76	83	93	111	88	97	95	120
CCSCC(C)C(=O)OC (stereo not given)	95	107	109	87	100	107	112	106	113
CN(/C(N)=N/N=C/c1c2ccccc2cc2ccccc12)C1CCCCC1	64	40	66	16	45	55	59	28	79
COc1cc(C2=C(c3c[nH]c4ccccc34)C(=O)N(CCN3CCOCC3)C2=O)cc(OC)c1OC	99	68	105	89	83	97	82	106	100
CC(C)CCC[C@@H](C)[C@H]1CC[C@H]2[C@@H](Nc3ccc(O)cc3)CCC[C@]12C	105	39	75	84	71	108	85	-73*	114
CCN(CCO)CCCOc1ccc2c(Nc3cc(CC(=O)Nc4cccc(F)c4)[nH]n3)ncnc2c1	64	16	68	29	71	47	44	48	21
Cc1ccc(Nc2ncnc3c2cnn3-c2cccc(F)c2)cc1	93	104	97	95	97	94	98	98	101
Cc1ccc(C=O)cc1	103	103	113	101	107	100	119	101	97
C=CC(=O)CC1(C(=O)OC)NC(=S)NC(=O)C1C#N (stereo not given)	102	115	114	109	108	94	110	108	112
Cc1ccc(-c2c3c(N)c4c(nc3nc3c2c(C)nn3-c2ccccc2)CCCCC4)cc1	107	96	105	.	99	101	110	100	100
c1ccc2c(c1)nc(-c1cscn1)n2Cc1ccc(-c2nn[nH]n2)cc1	103	106	94	95	90	109	87	113	120
NS(=O)(=O)c1ccc(C(=O)N/N=C(\CS(=O)(=O)c2ccccc2)c2cc3ccccc3o2)cc1	.	103	.	101	105	98	109	.	102
Cc1ccc2oc(=O)cc(-c3cc(-c4cc5cc(Br)ccc5oc4=O)nc(N)c3C#N)c2c1	39	58	80	66	67	67	61	42	85
CCOC(=O)c1c(C)oc2ncnc(Nc3ccc(F)c(Cl)c3)c12	95	102	91	88	107	92	116	118	112
COc1cc2c(c(OC)c1OC)CCC(c1cccc(NC(=O)C(C)C)c1)O2 (stereo not given)	96	107	106	97	92	97	105	114	113
Cc1ccc(NCc2ccc(Oc3ncnc4ccccc34)cc2)cc1	83	94	128	97	90	88	99	81	104
CN(C)C(=O)c1ccc(N)cc1	98	103	105	103	104	93	108	113	111
Cc1nc2ncc(C(=O)NO)c(=O)n2[nH]1	96	104	70	93	88	104	112	113	107
CC1=NN(C(=O)c2c(N)cnn2-c2ccccc2)C(c2ccccc2)C1 (stereo not given)	94	76	98	91	99	101	98	99	105
O=C(O)c1ccc(NCn2c(=S)sc3ccccc32)cc1	102	91	98	101	106	99	98	92	100
CCOC(=O)c1sc(NC(=O)c2ccc(Cl)cc2)nc1C	87	101	96	102	103	.	113	94	97
COc1ccc(-c2nc3ccccc3nc2-c2ccc(OC)cc2)cc1	116	78	91	89	87	96	95	90	97
CCCCOP(=O)(CCP(=O)(OCCCC)OCCCC)OCCCC	95	109	96	90	91	101	110	111	119
CC(C)(Oc1ccc(CCNC(=O)c2ccc(Cl)cc2)cc1)C(=O)O	108	111	105	109	110	111	128	104	102
C#CCOc1ccc(/C=N/Nc2nc(-c3ccccc3)cs2)cc1OC	66	67	93	.	71	76	86	78	87
CC(C)OC(=O)N1CCN(C(=O)OC(C)C)CC1	84	104	98	100	98	101	106	113	108
c1ccc2c(c1)ccc[n+]2CCCCC[n+]1cccc2ccccc21	84	101	92	91	106	91	104	113	103
CC(C)Cc1nc(Nc2ccccc2)[nH]c(=O)c1C#N	58	71	60	34	63	53	31	37	85
O=C1C=CC(=O)N1c1ccc(Br)cc1Cl	103	102	101	100	104	101	105	111	112
COc1cc(OC)c(NC(=O)C2=C(C)NC(C)=C(C(=O)Nc3cc(Cl)c(OC)cc3OC)C2c2cccc([N+](=O)[O-])c2)cc1Cl	89	105	104	92	93	90	111	93	117
Nc1nc(=O)[nH]c(N)c1N	104	104	101	97	100	112	101	108	100
O=c1[nH]c(CN/N=C/c2ccc([N+](=O)[O-])cc2)nc2ccccc12	99	91	108	100	98	92	106	104	92
Cc1ccc[n+](CC(=O)c2ccc(Br)cc2)c1	100	102	104	94	105	.	100	98	95
O=C(Oc1cccc(O)c1)c1ccccc1	108	.	110	102	96	95	85	83	93
NC(=Nc1ccccc1)C(N)=Nc1ccccc1	104	112	95	93	96	93	105	82	102
Cc1sc2c(c1C)c(=O)nc1c(-c3ccccc3)n[nH]n12	94	101	97	98	100	101	106	105	108
CCCCC(CC)COC(C)=O (stereo not given)	105	112	101	100	99	101	105	100	103
CCN(C(=O)CCl)C(C)(C)C(SSSC(c1ccc(Cl)cc1)C(C)(C)N(CC)C(=O)CCl)c1ccc(Cl)cc1 (stereo not given)	104	74	88	94	90	88	72	49	107
COc1cccc(/C=N/NC2=NC3C(N2)N(C)C(=O)N3C)c1O (stereo not given)	92	99	103	97	101	96	104	98	91
CCN1CCN(c2nc(NNC(=O)c3cccc(OC)c3)nc(N3CCN(C(c4ccccc4)c4ccccc4)CC3)n2)CC1	94	58	76	79	76	61	73	62	101
Cc1ccc(C2CC(c3ccc(NC(=O)Nc4ccccc4)cc3)=NN2c2ccc(S(N)(=O)=O)cc2)cc1 (stereo not given)	-80*	-93*	-78*	-96*	-67*	-92*	-76*	-88*	-95*
C=C(C)[C@@H]1CC[C@]2(C(=O)NCCNCCNCCNC(=O)OC(C)(C)C)CC[C@]3(C)[C@H](CC[C@@H]4[C@@]5(C)CCC(=O)C(C)(C)[C@@H]5CC[C@]43C)[C@@H]12	93[100 µM]	89[100 µM]	80[100 µM]	96[100 µM]	100[100 µM]	85[100 µM]	107[100 µM]	.	113[100 µM]
COC(=O)/C(CCC=C(C)C)=C1\[C@@H](OC(C)=O)C[C@@]2(C)[C@H]1C[C@@H](O)[C@H]1[C@@]3(C)CC[C@H](NC(=O)c4cnccn4)[C@@H](C)[C@@H]3CC[C@@]12C	.	107	.	103	99	96	108	98	109
O=C(c1ccc(O)cc1)C1[C@H](c2ccc(Cl)cc2)[C@@H](c2ccccc2)NC12C(=O)Nc1ccccc12 (stereo not given in full)	-14*	3.5*	44	-42*	-35*	-84*	6.5*	9.9*	9.5*
CCOC(=O)/C=C/c1cc2cc(-c3csc4ccccc34)ccc2[nH]1	103	.	132	61	31	92	77	92	101
Cc1ccc2c(c1)C(=O)c1c-2c(OCCCN(C)C)nc2ccccc12	33	3.1*	60	7.9*	25	19	55	27	52
COC1=Nc2ccccc2/C=C\c2ccccc21	99	111	104	106	108	103	110	104	104
C=CCn1c(SC/C(=N\O)c2ccccc2)nnc1-c1ccc(OC)c(OC)c1	103	98	110	92	93	98	110	91	107
Oc1c(Cl)cc(Cl)cc1C1N2CCCCC2C2c3cccn3-c3ccccc3N21 (stereo not given)	101	106	102	98	104	102	111	101	105
COc1cc(/C=C/C(=O)c2ccc(NC(=O)CSc3nnc(-c4cc(-c5ccc(S(C)(=O)=O)cc5)nc5ccccc45)n3-c3ccccc3)cc2)cc(OC)c1OC	86	105	119	100	101	101	107	104	103
CC(=O)Nc1ccc(CCNC(=O)c2ccc3ccccc3c2O)cc1	80	87	79	106	92	102	106	109	102
COc1ccc(C(Nc2nc(C)cs2)c2cn(C)c3ccccc23)cc1 (stereo not given)	85	92	97	82	96	66	76	76	85
N#CC1=C(N)Oc2c(ccc3ccccc23)C1c1ccc([N+](=O)[O-])cc1 (stereo not given)	67	50	80	79	53	90	76	91	96
COc1ccc(CN2CCc3c(Sc4ccc(C(C)C)cc4)nc(N)nc3C2=O)c(OC)c1	104	102	109	102	108	98	111	101	109

Single records, from the list above.
Record of COc1ccc(C(Nc2nc(C)cs2)c2cn(C)c3ccccc23)cc1 (stereo not given) → NCI-H226 = 85; IGROV1 = 92; SK-OV-3 = 97; NCI-H23 = 82; NCI/ADR-RES = 96; SN12C = 66; OVCAR-3 = 76; OVCAR-4 = 76; OVCAR-5 = 85
Record of CCCCOP(=O)(CCP(=O)(OCCCC)OCCCC)OCCCC → NCI-H226 = 95; IGROV1 = 109; SK-OV-3 = 96; NCI-H23 = 90; NCI/ADR-RES = 91; SN12C = 101; OVCAR-3 = 110; OVCAR-4 = 111; OVCAR-5 = 119
Record of CCOC(=O)c1sc(NC(=O)c2ccc(Cl)cc2)nc1C → NCI-H226 = 87; IGROV1 = 101; SK-OV-3 = 96; NCI-H23 = 102; NCI/ADR-RES = 103; SN12C = .; OVCAR-3 = 113; OVCAR-4 = 94; OVCAR-5 = 97

Other structures follow:
SMILES	NCI-H226	IGROV1	SK-OV-3	NCI-H23	NCI/ADR-RES	SN12C	OVCAR-3	OVCAR-4	OVCAR-5
CC1N=COC1S(=O)(=O)Nc1ccc(N/C=C/C(=O)c2cc3c(ccc4ccccc43)oc2=O)cc1 (stereo not given)	92	109	98	99	104	99	116	114	117
CCCCCCCn1ncc2c(N[C@H](C)c3ccccc3)ncnc21	111	103	123	.	98	100	128	97	127
Cn1ncc2c(=O)nc3c(-c4ccccc4)n[nH]n3c21	92	.	103	101	105	99	95	100	109
O=c1oc2ccccc2c2nc3c(ccc4ccccc43)cc12	103	72	94	91	96	102	108	109	111
CSc1nc2c(c(=O)n1C)CN(c1ccccc1)C(=O)CN2	82	83	101	95	90	96	109	101	88
c1ccc(N[n+]2ccc3ccccc3c2)cc1	102	122	104	103	98	100	109	122	101

Screening results from PubChem BioAssay.
